Compound activity as filed in PubChem BioAssay.
V1R ag counter = agonists of human V1a receptor, primary screen, counter-screen for OXTR agonist project, fluorescence, CHO-V1R cells; Fluo-8 calcium fluorescence, agonist mode; 0% DMSO, 100% 3 nM vasopressin; 320,000 tested, 0.25% active; activation, % at 3 µM;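 active = activation above the mean activation of all tested compounds plus 3 SD, per screening run, cut at about 20% in these data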;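 note: signal is peak over basal fluorescence ratio across a 100 second FLIPR read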
Target sequence (P37288 whole entry, looked up): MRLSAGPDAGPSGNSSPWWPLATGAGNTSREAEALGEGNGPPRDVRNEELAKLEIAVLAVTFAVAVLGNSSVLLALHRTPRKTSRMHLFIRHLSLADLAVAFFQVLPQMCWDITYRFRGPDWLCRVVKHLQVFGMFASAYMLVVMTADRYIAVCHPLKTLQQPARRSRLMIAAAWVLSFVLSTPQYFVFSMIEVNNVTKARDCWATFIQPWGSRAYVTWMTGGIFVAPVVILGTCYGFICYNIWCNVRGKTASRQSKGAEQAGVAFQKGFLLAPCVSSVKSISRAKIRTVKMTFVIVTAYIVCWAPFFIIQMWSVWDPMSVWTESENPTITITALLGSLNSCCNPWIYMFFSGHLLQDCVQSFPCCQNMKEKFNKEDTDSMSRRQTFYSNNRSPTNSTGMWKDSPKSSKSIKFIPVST
VIM-2 inhibitor = VIM-2 metallo-beta-lactamase inhibitors, primary screen, biochemical, epi-absorbance readout, Pseudomonas aeruginosa enzyme; purified VIM-2, nitrocefin hydrolysis, epi-absorbance fluorescence; inhibition, % at 5.6 µM; 290,000 tested, 0.89% active;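 active = inhibition above the mean of all tested compounds plus 3 SD, cutoff set per screening run, cut at about 7.5% in these data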;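 note: red hydrolysis product quenches plate fluorescence so inhibitors raise well fluorescence; 0% = enzyme with DMSO and 100% = DMSO without enzyme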
HCV NS3 hel inh = inhibitors of HCV NS3 helicase, primary screen, biochemical, Cy5 molecular beacon fluorescence; Hepatitis C virus NS3 helicase; NS3 helicase DNA unwinding; inhibition, % at 10.9 µM; 290,000 tested, 0.56% active; AID 1800, 2009;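 active = inhibition above the mean of all tested compounds plus 3 SD, set per campaign, cut at about 35% in these data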;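 note: 0% = DMSO wells and 100% = thioflavine S control wells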
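System: HCV NS3 helicase fragment; control set: DMSO and thioflavine S; technique: Cy5 fluorescence at 0 and 60 min, beacon hairpin quenching; reagent: beacon DNA duplex substrate plus ATP; replicates: singlicate; schedule: 1 h reaction at 25 °C, ATP-initiated; medium: MOPS buffer pH 6.5 with MgCl2, DTT, Tween20, BSA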
GalR3 antag = GalR3 antagonists in HEK293 cells, primary screen, cell-based, fluorescence readout | Galanin receptor type 3 (Homo sapiens), O60755 | HEK293 GalR3-CNG cAMP membrane potential fluorescence; galR3 body fused to GalR1 C-terminus | inhibition, % at 3 µM | 360,000 tested, 0.44% active;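 active = inhibition above the screen-wide average plus 3 SD, cut at about 13% in these data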;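 note: forskolin and galanin both at EC90 stimulate the cells; cAMP rise reported by CNG channel membrane potential dye signal; 0% = forskolin plus galanin with DMSO and 100% = forskolin alone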
Target sequence (O60755 1-299 limits assumed): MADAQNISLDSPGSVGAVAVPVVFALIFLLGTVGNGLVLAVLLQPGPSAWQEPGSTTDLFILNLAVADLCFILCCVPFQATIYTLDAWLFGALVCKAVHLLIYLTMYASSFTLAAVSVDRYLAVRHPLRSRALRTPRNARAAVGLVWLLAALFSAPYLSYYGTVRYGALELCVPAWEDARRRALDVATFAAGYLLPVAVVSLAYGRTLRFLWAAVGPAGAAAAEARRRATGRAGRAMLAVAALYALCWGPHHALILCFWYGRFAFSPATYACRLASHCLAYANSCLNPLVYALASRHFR
IMP-1 inhibitor = IMP-1 metallo-beta-lactamase inhibitors, primary screen, biochemical, epi-absorbance readout, Pseudomonas aeruginosa enzyme. purified IMP-1, nitrocefin hydrolysis, epi-absorbance fluorescence. inhibition, % at 5.6 µM. 290,000 tested, 0.45% active. AID 1556, 2009;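 active = inhibition above the mean plus 3 SD of all compounds in the same screening run, cut at about 4.5% in these data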;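 note: 0% = IMP-1 with DMSO and 100% = DMSO wells lacking enzyme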
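Assay system: purified IMP-1; Quantity: IMP-1 0.2 nM before substrate addition; Medium: HEPES buffer pH 7.1 with ZnSO4 and Brij 35; Incubation: 15 min enzyme–compound preincubation, then 25 min nitrocefin reaction, 25 °C; Signal: fluorescence quenching readout, ex 480/em 530 nm; Controls: DMSO with and without IMP-1; Repeats: singlicate testing.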
DNA FID counter = compounds displacing fluorescent DNA intercalator, primary screen, artefact control for HCV NS3 helicase inhibitor project, biochemical, FID fluorescence; DNA fluorescent intercalator displacement; inhibition, % at 7.9 µM; 290,000 tested, 0.17% active; AID 1845, 2009; in the data active = inhibition above about 37%;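 note: 0% = vehicle and 100% = reference compound; higher means more ethidium bromide displaced from hairpin DNA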
OXTR ag = human OXTR agonists, primary screen, fluorescence, CHO-OTR cells, Fluo-8 calcium; Oxytocin receptor (Homo sapiens), P30559; 320,000 tested, 0.32% active; activation, % at 3 µM; Fluo-8 calcium fluorescence; normalized: DMSO 0%, oxytocin 100%; AID 2435, 2010;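 active = activation above the mean of all tested compounds plus 3 SD, cutoff set per screening run, cut at about 20% in these data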;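 note: peak over basal fluorescence ratio from a 100 s FLIPR kinetic read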
PHOSPHO1 inh = PubChem AID 1565 | 290,000 tested, 1.1% active | inhibition, % at 13.3 µM | Phosphoethanolamine/phosphocholine phosphatase (Homo sapiens), Q8TCT1 | recombinant PHOSPHO1, absorbance phosphatase assay; in the data active = inhibition above about 60%
Target sequence (Q8TCT1 whole entry, looked up): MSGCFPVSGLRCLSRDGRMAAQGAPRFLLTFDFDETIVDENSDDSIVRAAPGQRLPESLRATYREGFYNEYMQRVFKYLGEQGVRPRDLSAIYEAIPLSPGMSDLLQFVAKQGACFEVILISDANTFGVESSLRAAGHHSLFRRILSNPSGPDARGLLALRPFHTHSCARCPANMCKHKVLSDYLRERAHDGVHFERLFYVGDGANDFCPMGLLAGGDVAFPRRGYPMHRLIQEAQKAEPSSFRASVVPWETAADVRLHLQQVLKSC
GPR7 antagonist = GPR7 receptor antagonists, primary screen, cell-based, fluorescence, single concentration | AID 1861, 2009 | inhibition, % at 4.4 µM | Neuropeptides B/W receptor type 1 (Homo sapiens), P48145 | 290,000 tested, 1.1% active | GPR7-expressing cells, fluorescence antagonist assay; in the data active = inhibition above about 16%, passing the limit was not always enough;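 note: cells stimulated with the agonist NPW; 0% = agonist with vehicle and 100% = vehicle without agonist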
* marks the source's active call; other numbers are inactive results; · = no result given.

1) Clc1ccccc1CONc1ncnc2nonc12
2) C#CCOC(=O)C[N+](C)(C)CC=C
3) O=C(Cc1cccs1)N1CCN=C1SCc1ccccc1F
4) COc1ccc(CN2CCNC(=O)C2CC(=O)NC2CCCCCC2)cc1C (stereo unspecified)
5) Cc1ccccc1NC(=O)NC1CCCc2ccccc21 (stereo unspecified)
6) CC(=O)c1ccc(OCCCC(=O)NC2=NCCS2)cc1
7) CCOC(=O)c1ccccc1Nc1cc(C)nc2nc(C)nn12
8) Cc1nn(-c2ccc(F)cc2)c2sc(C(=O)N3CCCCCC3)cc12

Screen / compound no.,1,2,3,4,5,6,7,8
V1R ag counter,0.6,1.9,-0.2,1.0,0.3,0.6,-1.4,0.7
VIM-2 inhibitor,1.8,-2.4,-0.7,0.8,-1.7,1.1,9.5*,0.0
HCV NS3 hel inh,7,-4,10,-17,8,5,1,-1
GalR3 antag,-3,-2,2,-11,6,-1,2,-1
IMP-1 inhibitor,-0.8,-2.6,-1.1,-1.7,-3.0,-1.7,-1.9,-1.2
DNA FID counter,4,5,-3,-28,-19,0,-11,-2
OXTR ag,-0.4,0.2,-2.5,0.1,-0.6,1.3,-1.7,-0.8
PHOSPHO1 inh,-7,34,11,24,48,15,-2,14
GPR7 antagonist,-1,-4,-15,2,-12,-5,2,-3

Entries shown so far with a thiophene ring, fused or not, in the order listed:
3) O=C(Cc1cccs1)N1CCN=C1SCc1ccccc1F
8) Cc1nn(-c2ccc(F)cc2)c2sc(C(=O)N3CCCCCC3)cc12

Screen / compound no.,3,8
V1R ag counter,-0.2,0.7
VIM-2 inhibitor,-0.7,0.0
HCV NS3 hel inh,10,-1
GalR3 antag,2,-1
IMP-1 inhibitor,-1.1,-1.2
DNA FID counter,-3,-2
OXTR ag,-2.5,-0.8
PHOSPHO1 inh,11,14
GPR7 antagonist,-15,-3

(list continues)
9) CCCSC1=C(C#N)C2(CCCCC2)C(C#N)=C(N)N1
10) N=c1sccn1CC(=O)Nc1cccc(S(N)(=O)=O)c1
11) O=c1c2sc(-c3ccccc3)cc2nc2n1CCC2
12) O=C(NCCc1ccccc1)C1CCCN(c2cnccn2)C1 (stereo unspecified)
13) Cc1ccnc(NC(=O)CCC(=O)N(CC(=O)NCc2ccccc2)Cc2ccc(F)cc2)c1
14) C=CCNc1scc(-c2ccccc2)[n+]1CC=C
15) C#CCOCCOCCOCCNc1nc(N2CCN(C(=O)[C@H]([C@@H](C)CC)n3cc([C@@H](N)CC(C)C)nn3)CC2)nc(N2CCN(C(=O)[C@H](Cc3ccc(O)cc3)n3cc([C@@H](N)C(C)CC)nn3)CC2)n1 (stereo partly specified)
16) COc1ccccc1CNC(=O)[C@H](C)NC(=O)[C@@H]1Cc2ccccc2CN1

Screen / compound no.,9,10,11,12,13,14,15,16
V1R ag counter,9.8,-0.2,1.8,0.8,6.8,-1.3,0.2,-0.8
VIM-2 inhibitor,1.4,-0.2,0.5,0.4,-3.0,-1.2,-3.4,-0.8
HCV NS3 hel inh,15,-3,-4,-2,4,4,-69,0
GalR3 antag,-6,-4,-4,-8,-6,-2,-4,9
IMP-1 inhibitor,0.8,-0.5,4.0,0.1,-5.5,-3.6,-1.8,-3.1
DNA FID counter,6,-1,-4,-7,-36,2,35,5
OXTR ag,8.5,0.1,2.7,0.5,2.2,-1.4,-0.3,-1.9
PHOSPHO1 inh,48,4,-23,29,32,24,18,43
GPR7 antagonist,9,-3,1,-10,-2,-7,-16,-1

17) Clc1cccc(-c2ccc(/C=N/n3cnnc3)o2)c1Cl
18) O=C(CC12CC3CC(CC(C3)C1)C2)NCC(=O)N1CCc2ccccc2C1
19) Fc1ccc(-c2csc3ncnc(N4CCN(c5ccccc5)CC4)c23)cc1
20) O=C(c1cc2c(s1)CCCC2)N1CCN(S(=O)(=O)c2ccccc2C(F)(F)F)CC1
21) Cc1cc(NC(=O)CSc2nnc(-c3ccc(Br)o3)n2Cc2ccccc2)no1
22) Cc1[nH]n(-c2ccccc2)c(=O)c1C(=O)c1ccc(Cl)cc1
23) Cc1ccc2c(c1)C(O)(C1COC(C)(C)CC1=O)C(=O)N2C (stereo unspecified)
24) O=C(c1sc2cc(Cl)ccc2c1Cl)N1CCN(CCc2ccccn2)CC1

Screen / compound no.,17,18,19,20,21,22,23,24
V1R ag counter,-0.7,-0.4,-0.5,-0.1,-1.2,1.7,1.1,10
VIM-2 inhibitor,29*,-3.0,-1.0,-2.7,-2.3,-0.7,-3.6,-1.0
HCV NS3 hel inh,6,-2,-5,8,-7,-1,3,-16
GalR3 antag,-5,-3,-7,3,-1,2,-2,-6
IMP-1 inhibitor,-3.5,-2.2,0.2,-0.4,-1.4,-3.0,-2.1,0.0
DNA FID counter,-3,-13,-29,-10,-35,-3,4,-32
OXTR ag,-2.0,0.1,-1.4,-1.3,-2.5,-1.2,0.8,3.8
PHOSPHO1 inh,-13,2,40,-7,66*,4,4,20
GPR7 antagonist,-13,-8,1,5,9,-12,2,-1

2 compounds drawn at random from those above:
1) Clc1ccccc1CONc1ncnc2nonc12
16) COc1ccccc1CNC(=O)[C@H](C)NC(=O)[C@@H]1Cc2ccccc2CN1

Screen / compound no.,1,16
V1R ag counter,0.6,-0.8
VIM-2 inhibitor,1.8,-0.8
HCV NS3 hel inh,7,0
GalR3 antag,-3,9
IMP-1 inhibitor,-0.8,-3.1
DNA FID counter,4,5
OXTR ag,-0.4,-1.9
PHOSPHO1 inh,-7,43
GPR7 antagonist,-1,-1

(cont.)
25) COc1ccc(CNC(=O)c2ccc(=O)oc2)cc1OC
26) O=C1CC(c2ccc(F)c(Br)c2)C2=C(CCCC2=O)N1 (stereo unspecified)
27) NNC(=O)c1sccc1OCc1ccc(F)cc1
28) COc1cc2ncnc(NCc3ccccc3C)c2cc1OC
29) CCC(=O)c1ccc(OC(=O)N2CCOCC2)cc1
30) Cc1cccc(C)c1OCC(=O)N(Cc1ccco1)C1CCS(=O)(=O)C1 (stereo unspecified)
31) Nc1nc(Sc2ncccc2[N+](=O)[O-])n[nH]1
32) CCN(CC)CCN(Cc1cc2cc3c(cc2[nH]c1=O)OCO3)C(=S)NCC1CCCO1 (stereo unspecified)

Screen / compound no.,25,26,27,28,29,30,31,32
V1R ag counter,3.1,1.5,0.6,2.2,0.7,-1.2,-0.3,0.4
VIM-2 inhibitor,-2.0,-6.2,-0.6,-3.1,-1.4,-0.6,0.0,-0.4
HCV NS3 hel inh,-3,2,-5,-10,7,6,0,4
GalR3 antag,3,3,-8,4,-2,·,-4,4
IMP-1 inhibitor,-4.4,-3.9,-0.9,-2.3,-3.5,-1.8,-0.9,-0.4
DNA FID counter,1,3,-9,12,-4,-27,-2,16
OXTR ag,1.1,2.1,-1.9,1.8,-0.5,-1.3,-0.7,0.1
PHOSPHO1 inh,2,18,36,-6,·,-4,27,12
GPR7 antagonist,2,-4,-5,0,-14,7,1,-2

33) Cc1c(Cl)cccc1NC(=O)N1CCCC1
34) CCC1CCC(C(=O)NC(CCSC)C(=O)NCCN(CC(C)C)CC(C)C)CC1 (stereo unspecified)
35) Cc1ccc(C(=O)N2c3ccccc3N(Cc3ccccc3)C(=O)C2(C)C)cc1
36) CCOC(=O)c1sc(Nc2nc3c(OC)cccc3s2)nc1C
37) CCN1CCN(S(=O)(=O)c2ccc(Cl)c(C(=O)Nc3cc(Cl)ccc3N3CCOCC3)c2)CC1
38) COC(=O)/C=C/c1sc2nc(C)cc(C)c2c1N=CN(C)C
39) O=C(N[C@@H](Cc1ccccc1)C(=O)NC1CCCCC1)c1ccco1
40) Cc1ccc(S(=O)(=O)NCCCCCC(=O)NC(C)(C)CO)cc1

Screen / compound no.,33,34,35,36,37,38,39,40
V1R ag counter,0.3,1.2,0.5,-0.9,-1.1,·,-0.4,-0.3
VIM-2 inhibitor,-1.6,-1.1,-2.0,-5.0,-3.7,2.0,-3.6,-3.5
HCV NS3 hel inh,-4,0,22,-1,-69,0,7,-2
GalR3 antag,-2,1,-1,-1,-1,-4,-3,-2
IMP-1 inhibitor,-0.9,-2.1,-2.1,-3.2,-2.7,-0.2,-1.9,-3.1
DNA FID counter,2,5,-1,-1,14,-5,-6,-12
OXTR ag,-0.3,-0.3,-1.2,-2.8,-0.2,·,-1.1,0.2
PHOSPHO1 inh,41,4,-11,20,19,24,15,13
GPR7 antagonist,-2,-15,-11,-7,-2,-2,19,3

41) CC(C)(C)NS(=O)(=O)c1ccc(CCC(=O)N2CCCC2)cc1
42) Cc1ccc(C(=O)O)cc1Nc1ncnc2sc3c(c12)CCC3
43) COC(=O)/C=C1\S/C(=N/N=C/c2ccc(Cl)cc2)NC1=O
44) Cc1ccc(S(=O)(=O)Nn2c(C)nnc2-n2nc(C)cc2C)cc1
45) Fc1ccc(Cn2nnnc2CN2CCN(C3CCCC3)CC2)cc1
46) CCCc1cc(C(=O)Nc2sc(C)c(CC)c2C#N)no1
47) CCOC(=O)C(NC(=O)c1ccccc1)=C1CCCCC1

Screen / compound no.,41,42,43,44,45,46,47
V1R ag counter,1.2,0.6,0.5,2.4,1.0,0.5,-0.5
VIM-2 inhibitor,-1.5,-1.0,-1.7,-0.3,-0.3,-0.8,-2.6
HCV NS3 hel inh,-1,10,10,0,-5,-3,-5
GalR3 antag,-3,-2,-6,6,-1,·,2
IMP-1 inhibitor,-2.0,-2.1,-1.6,-2.0,-3.0,0.0,-2.7
DNA FID counter,-8,-4,-2,6,8,-11,2
OXTR ag,1.1,0.8,1.0,0.3,0.4,-1.2,-0.6
PHOSPHO1 inh,37,20,33,-5,29,30,18
GPR7 antagonist,7,-5,-10,-11,7,-4,-4
